Compound activity (PubChem)
PvdQ inh: blocks Pseudomonas aeruginosa PvdQ acylase activity | inhibition, % at 10 µM | purified PvdQ acylase, fluorescence plate reader | 0.063% of 340,000 active | AID 488965; in the data active = inhibition above about 30%, passing the limit was not always enough;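 note: 0% = vehicle neutral wells and 100% = reference inhibitor wells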
NSD2 HMT inh: inhibitors of human histone methyltransferase NSD2 | O96028 | NSD2 peptide methylation, AlphaScreen, 120 min | inhibition, % at 12.5 µM | 0.54% of 310,000 active | AID 743445; in the data active = inhibition above about 50%
Arr AP2 block: blocks beta-arrestin peptide binding to AP2 adaptin | FITC-arrestin peptide / GST-AP2 beads, flow cytometry; AP2 beta2 appendage carries R879A mutation | inhibition, % at 10 µM | 0.31% of 340,000 active | AID 504490;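 active = inhibition above a set limit, near 3 SD of compounds lacking own fluorescence, cut at about 54% in these data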;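 note: plate controls were DMSO wells for no effect and 5 µM unlabelled arrestin peptide for full effect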
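Measured by: flow cytometry, FL1 (488/535 nm); Material: AP2 appendage R879A on GSH beads; Evaluation: percent response; Timing: pre-incubation 12 min, peptide binding 1 h, room temperature; Also added: 50 nM FITC-arrestin peptide; Medium: PBS with 0.05% Tween 20 and 0.1% BSA.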
Keap1 Nrf2 FP: inhibitors of human Keap1-Nrf2 protein-protein interaction | Q14145 | Keap1 Kelch-Nrf2 peptide fluorescence polarization, 1536-well | inhibition, % at 9.4 µM | 0.15% of 340,000 active | AID 504523; in the data active = inhibition above about 12%;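 note: human Keap1 Kelch domain with fluorescein labeled Nrf2 9mer peptide probe; 0% = neutral control wells and 100% = peptide positive control; higher means more block of Keap1 binding to Nrf2 peptide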
PKA-R2B act: activators of human PKA-R2B complex | P22694+P31323 | PKA-R2B holoenzyme dissociation, Cy5-IP20 fluorescence polarization; R2B truncated from residue 108, S112A mutant; 0% DMSO only, 100% 113 µM cGMP | activation, % at 11.4 µM | 0.079% of 340,000 active | AID 504700;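 active = activation above a cutoff set at the mean over all compounds plus 3 SD, cut at about 18% in these data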;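 note: higher means more holoenzyme dissociation and a rise in polarization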
Target sequence (P31323 whole entry, looked up, other chains not shown, the tested form may be a part): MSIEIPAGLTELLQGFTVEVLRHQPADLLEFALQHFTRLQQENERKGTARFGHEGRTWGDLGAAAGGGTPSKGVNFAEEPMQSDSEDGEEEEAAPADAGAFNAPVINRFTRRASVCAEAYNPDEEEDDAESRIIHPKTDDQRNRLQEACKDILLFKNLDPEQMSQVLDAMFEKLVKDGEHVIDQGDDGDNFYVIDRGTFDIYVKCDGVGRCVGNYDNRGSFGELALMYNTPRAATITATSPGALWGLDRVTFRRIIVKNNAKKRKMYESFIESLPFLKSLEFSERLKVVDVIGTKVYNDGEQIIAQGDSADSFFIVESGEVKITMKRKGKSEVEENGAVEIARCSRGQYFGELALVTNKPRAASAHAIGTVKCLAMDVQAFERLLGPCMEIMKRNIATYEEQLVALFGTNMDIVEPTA
SR-BI DiI inh: inhibitors of mouse SR-BI mediated HDL lipid uptake | Q61009 | ldlA[mSR-BI] CHO cells, DiI-HDL uptake fluorescence, 3 h | inhibition, % at 12.5 µM | 0.96% of 320,000 active | AID 488896;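 active = mean replicate inhibition of at least 70% and a set share of replicates each scoring 70 or more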;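 note: 0% = median of neutral control wells and 100% = median of positive control wells; values of inactives mirror those of a sister screen read the other way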
DAGLB inhibitor: blocks human DAGLB lipase activity. Q8NCG7. HEK293T DAGLB membrane lysate, EnzChek fluorogenic substrate. inhibition, % at 5.17 µM. 0.059% of 340,000 active. AID 504411; in the data active = inhibition above about 34%;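 note: 0% = enzyme with vehicle and 100% = wells lacking enzyme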
Target sequence (Q8NCG7 whole entry, looked up): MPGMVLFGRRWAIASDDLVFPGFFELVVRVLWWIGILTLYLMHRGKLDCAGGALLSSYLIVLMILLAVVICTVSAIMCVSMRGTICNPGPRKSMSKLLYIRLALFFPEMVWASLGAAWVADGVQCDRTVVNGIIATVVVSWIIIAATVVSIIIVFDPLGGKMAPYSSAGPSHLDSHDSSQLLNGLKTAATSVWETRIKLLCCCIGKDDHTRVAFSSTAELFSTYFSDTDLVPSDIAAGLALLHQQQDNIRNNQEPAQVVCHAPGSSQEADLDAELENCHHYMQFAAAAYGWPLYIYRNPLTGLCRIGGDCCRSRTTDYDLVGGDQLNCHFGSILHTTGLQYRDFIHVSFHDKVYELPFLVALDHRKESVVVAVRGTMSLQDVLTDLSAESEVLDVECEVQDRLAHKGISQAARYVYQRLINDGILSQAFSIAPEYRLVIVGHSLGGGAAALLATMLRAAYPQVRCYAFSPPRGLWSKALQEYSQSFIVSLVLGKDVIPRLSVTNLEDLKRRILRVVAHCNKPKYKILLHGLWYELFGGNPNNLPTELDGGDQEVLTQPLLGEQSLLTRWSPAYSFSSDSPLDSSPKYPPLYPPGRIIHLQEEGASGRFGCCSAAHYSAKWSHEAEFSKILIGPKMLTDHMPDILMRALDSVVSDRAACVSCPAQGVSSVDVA
LANA DNA inh: KSHV C-LANA DNA binding inhibition. MBP-C-LANA/FAM-LBS DNA binding, fluorescence polarization. inhibition, % at 9 µM. 0.078% of 340,000 active. AID 504423;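 active = highest replicate inhibition at or above 60% at 9 µM, even if other replicates fall short; inactive = all replicates below 60% inhibition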;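 note: 0% = neutral control wells and 100% = 4 µM acridine orange control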
SR-BI uptake up: enhances SR-BI lipid uptake from DiI-HDL; AID 504775; 0.096% of 320,000 active; CHO ldlA[mSR-BI] cells, DiI-HDL uptake fluorescence, 3 h; 100 = double the neutral-control signal; activation, % at 12.5 µM;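 active = mean replicate activation of at least 60% and every replicate at or above 60%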;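 note: 0% = median plate neutral-control signal and 100% = twice that signal; values of inactives mirror those of a sister screen read the other way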
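Assay system: LDL receptor-deficient CHO ldlA cells overexpressing murine SR-BI / Medium: BSA-supplemented, HEPES-buffered Ham's F12, pH 7.4 / Probe or stimulus: DiI-labelled HDL at 10 µg/mL final / Timing: compound with DiI-HDL co-incubation, 3 h at 37 °C / Technique: bottom-read cell fluorescence after medium removal, ex 550/em 595 nm / Measure: HDL uptake via cellular fluorescence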
Cardiac RTF inh: cardiac RTF calcium desensitization; P19429+P45379; IANBD-labeled cardiac RTF, Ca2+ fluorescence; inhibition, % at 7.15 µM; 0.12% of 340,000 active;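 active = inhibition above the mean inhibition of all tested compounds plus 3 SD, cut at about 17% in these data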;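 note: assay run at fixed EC70 calcium of 1.6 mM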
* marks the source's active call; other numbers are inactive results; x = not tested or not shown. Compounds were not picked by outcome; 2.1% or so of the library scored in one or more.

SMILES	PvdQ inh	NSD2 HMT inh	Arr AP2 block	Keap1 Nrf2 FP	PKA-R2B act	SR-BI DiI inh	DAGLB inhibitor	LANA DNA inh	SR-BI uptake up	Cardiac RTF inh
CCCCOc1ccc(N2C(=O)CC(NCc3ccncc3)C2=O)cc1 (configuration not stated)	-16	x	7	-5	4	-3	-2	-2.6	3	-2
CSc1cccc(NC(=O)c2cccc3cccnc23)c1	-14	-4	-1	1	0	25	-3	-1.0	-25	-11
CC(Sc1nncs1)C(=O)Nc1ccc(S(=O)(=O)Nc2ncccn2)cc1 (configuration not stated)	21	-3	-3	3	4	-9	-5	2.2	9	-1
CCOP(=O)(OCC)C(NC(=O)Nc1cccc(Cl)c1)C(N)=O (configuration not stated)	8	0	-2	-6	-5	-8	0	-4.4	8	10
C=CCNc1ncnc2c1[nH]c1ccc(C)cc12	7	3	15	0	-10	-4	2	0.1	4	4
COc1ccc(-c2nc(CSCC(=O)N3CCN(C4CCCCC4)CC3)c(C)o2)cc1OC	-8	x	-4	0	-4	52	-1	0.0	-52	-5
CC1(C)CC(=O)c2sc(NS(=O)(=O)c3ccc(F)cc3)nc2C1	7	1	31	0	9	-21	-1	-2.1	21	-4
O=C(O)c1cccnc1SCC(=O)N1CCCc2ccccc21	-9	-3	-9	-3	-5	-8	2	0.6	8	-10
Cc1ccc(/C=C/C(=O)NCC2COc3ccccc3O2)o1 (configuration not stated)	-9	2	-10	-9	-14	11	2	1.6	-11	-4
Cc1ccc(C(=O)NCc2ccccc2F)cc1S(=O)(=O)N1CCCC1	-5	2	21	4	-11	x	-2	-2.1	x	-19
S=C(Nc1cccc(Cl)c1Cl)Nn1cnnc1	6	-3	27	1	-5	-28	0	-1.5	28	-4
CCOC(=O)c1c(NC(=O)Cn2ccsc2=N)sc(C)c1C	23	-4	-50	-3	-5	23	-2	0.6	-23	-4
CCCCc1cc(=O)oc2cc(C)cc(OCC(=O)NCCN3CCOCC3)c12	8	1	25	-1	4	-5	1	-1.0	5	-3
COc1ccc(/C=C2\SC(=S)N(CCCC(=O)N3CCOCC3)C2=O)cc1	-1	5	-27	-2	0	5	-1	1.6	-5	3
O=C(CC(O)CCc1ccccc1)c1ccc(O)cc1 (configuration not stated)	-12	x	-3	1	-1	13	-10	0.0	-13	-1
CCOC(=O)C1CCN(S(=O)(=O)c2cccc(-c3cn4ccccc4n3)c2)CC1	12	2	1	-5	0	14	-1	-0.8	-14	9
Cc1cc(NC(=O)CSCC(=O)OCc2nnc(-c3ccccc3)o2)no1	3	-3	9	0	6	-28	0	-0.2	28	-12
CCOC(=O)NC(C(F)(F)F)(C(F)(F)F)P(=O)(c1ccccc1)c1ccccc1	-14	-1	2	-2	10	-1	0	0.3	1	4
CCOC(=O)C(C)Sc1nnc(-c2ccccc2O)n1-c1ccc(C)cc1 (configuration not stated)	-15	1	-4	-4	2	14	-1	-0.5	-14	-10
CCc1cc(C(=O)N(CCCOC)c2c(N)n(Cc3ccccc3)c(=O)[nH]c2=O)sc1C	-7	-10	-5	-4	8	19	3	-0.3	-19	-3
COC(=O)N1[C@H](Cc2ccccc2)C=C[C@]1(C)C(=O)NCc1ccccn1	-8	x	10	-6	-1	8	1	-4.2	-8	1
Cc1ccc(/C=C/C(=O)Nc2cccc3cccnc23)o1	0	-1	6	-1	-4	10	2	5.4	-10	-19
COc1ccccc1N1C(=O)c2cccnc2C1=O	-5	0	2	0	3	12	3	0.1	-12	-4
CCOc1ccccc1/C=N/Nc1nc2ccccc2o1	1	1	23	0	17	8	1	-2.0	-8	2
Cc1nonc1NC(=O)c1oc2ccccc2c1C	-9	-3	-3	-2	3	-3	-2	0.2	3	-1
O=S(=O)(O)c1cc(O)c2ccc(Nc3ccccc3)cc2c1	-5	105*	3	3	0	-11	5	92*	11	33*
Cc1nc2c(C#N)c[nH]n2c(=O)c1Cc1ccccc1	2	1	7	-6	2	6	5	-1.0	-6	5
Cn1nc(C(=O)NC2CCC(O)CC2)c2ccccc2c1=O (configuration not stated)	-17	-5	-9	-2	5	-14	0	1.3	14	-4
COCCNC(=O)C(=O)Nc1ccc2c(c1)N(S(=O)(=O)c1cccs1)CCC2	-18	-1	-1	-1	-4	-25	1	-0.6	25	-2
Cc1cc(C)c(C)c(S(=O)(=O)N2C(=S)NC(=O)C2CC(C)C)c1C (configuration not stated)	-4	2	6	0	-4	8	6	1.2	-8	-4
CCOc1ncccc1C(=O)OCC(=O)Nc1c(C)cccc1C	4	-4	15	-3	-8	x	1	0.0	x	11
CCCCN1C(=N)N([C@@H](C)CN2CCC[C@H]2CN2C(N)=NC[C@H]2CC(C)C)C[C@H]1[C@H](C)CC	-15	x	8	3	5	-13	-1	0.2	13	-4
O=C(CCS(=O)(=O)c1ccc(Cl)cc1)NCCN1C(=O)S/C(=C\c2ccccc2F)C1=O	-4	0	-6	0	7	4	-2	2.1	-4	-4
O=C1NC(c2cccc3ccccc23)Nc2ccccc21 (configuration not stated)	-12	2	-11	4	-6	1	2	-1.9	-1	-5
COCCCN1CC(=O)N2C(c3ccc(C)cc3)c3[nH]c4ccccc4c3C[C@H]2C1=O (some centres not stated)	-11	1	2	-3	3	31	0	1.9	-31	-7
O=C(O)C(Cc1ccccc1)N1CCS(=O)(=O)CC1 (configuration not stated)	-1	0	-14	2	-14	-12	-2	1.8	12	-3
O=C1NC(=O)C2(COC3(CCCC3)OC2)S1	-7	-1	9	-5	-12	2	1	3.8	-2	-18
CC(C)C(=O)Nc1nnc(SCC(=O)NCc2ccc3c(c2)OCO3)s1	-4	1	20	0	2	-6	-1	2.3	6	1
CC(C)(C)c1ccc(C(=O)NNC(=O)C2CCCCC2)cc1	-10	4	6	3	-2	-9	-2	-0.3	9	-4
CC1CCN(S(=O)(=O)c2ccc3c(c2)N(CC(=O)NCCCN2C(C)CCCC2C)C(=O)CO3)CC1 (configuration not stated)	-10	5	-7	0	-4	-20	0	1.8	20	-10

Rewritten with two lines to a compound: part of the list above
Values run as follows: PvdQ inh, NSD2 HMT inh, Arr AP2 block, Keap1 Nrf2 FP, PKA-R2B act, SR-BI DiI inh, DAGLB inhibitor, LANA DNA inh, SR-BI uptake up, Cardiac RTF inh
CC(C)C(=O)Nc1nnc(SCC(=O)NCc2ccc3c(c2)OCO3)s1
→ -4, 1, 20, 0, 2, -6, -1, 2.3, 6, 1
CC(C)(C)c1ccc(C(=O)NNC(=O)C2CCCCC2)cc1
→ -10, 4, 6, 3, -2, -9, -2, -0.3, 9, -4
CC1CCN(S(=O)(=O)c2ccc3c(c2)N(CC(=O)NCCCN2C(C)CCCC2C)C(=O)CO3)CC1 (configuration not stated)
→ -10, 5, -7, 0, -4, -20, 0, 1.8, 20, -10

(list continues)
SMILES	PvdQ inh	NSD2 HMT inh	Arr AP2 block	Keap1 Nrf2 FP	PKA-R2B act	SR-BI DiI inh	DAGLB inhibitor	LANA DNA inh	SR-BI uptake up	Cardiac RTF inh
CC(C)[C@@H](CO)NC(=O)c1ccc2c3n(nc2c1)-c1ccc(Cl)cc1CO3	4	x	3	-2	-4	54	-4	3.1	-54	-10
COc1ccccc1N1CCN(CCN2C(=O)C3CCCCN3C2=O)CC1 (configuration not stated)	-14	-1	-9	-6	-3	-10	-2	-1.5	10	-1
COc1ccc(CNC(=O)COC(=O)c2ccccc2C(=O)c2ccccc2)cc1	-1	2	8	-7	3	13	0	-1.7	-13	5
COc1cccc(C2CC(=O)Nc3c2c(=O)n(C)c(=O)n3C)c1OC (configuration not stated)	-7	x	6	2	2	-6	2	-0.6	6	-10
Cc1ccccc1C(=O)Nc1ccc(N(C)C)c2ccccc12	-12	-1	10	-7	-6	-1	-1	-4.3	1	-2
CCc1ccc(NC(=O)[C@H](C)NC(=O)C2CCN(C(=O)[C@@H](N)C(C)C)CC2)cc1	6	-3	28	1	9	x	-2	-2.4	x	-4
O=C(COc1ccccc1)N[C@@H]1c2ccccc2CC[C@H]1OCc1ccccc1	-1	x	33	-3	-3	-2	-14	-0.9	2	-3
O=C1CCCN1c1cc(Cl)ccc1Cl	0	1	-1	-1	-2	-29	0	2.8	29	4
O=C(COC(=O)c1ccc(Br)c(S(=O)(=O)N2CCOCC2)c1)NC1CC1	-7	-1	-17	-7	-11	7	-1	2.9	-7	0
CCCn1c(SCC(=O)Nc2cccc(Cl)c2Cl)n[nH]c1=O	-3	-3	17	4	-8	-35	-1	1.1	35	-5
COC(=O)c1cc(Sc2c(Cl)cccc2Cl)ccn1	3	1	-9	6	18	-2	-3	0.5	2	-10
CCCn1c(=O)[nH]c(=O)c2c1nc(-c1ccc(OC(F)(F)C(F)C(F)(F)F)cc1)n2CCOC (configuration not stated)	-4	-3	-6	-1	7	75*	-4	0.5	-75	-8
O=C(Nc1ccc(F)cc1)OCCN1CCN(Cc2ccccc2)CCC1=O	-21	x	10	-2	-5	17	-1	3.3	-17	1
CC(C)OC(=O)CSc1nnc(-c2ccc(Cl)cc2)n1N	-9	-2	18	0	-8	3	2	0.5	-3	-7
CCN(CC(=O)c1c(N)n(C)c(=O)n(C)c1=O)c1cccc2ccccc12	-7	16	7	-4	16	-11	0	-1.1	11	-6
Nc1ccccc1Sc1ccccc1[N+](=O)[O-]	5	6	-6	-2	5	10	1	-0.1	-10	-7
Cn1c(=O)c2c(nc(NC3CCCC3)n2C)n(C)c1=O	-9	0	5	2	1	16	0	0.1	-16	-6
Cc1ccc(-c2nnn(CC(=O)N(c3ccccc3F)C(C(=O)NC3CCCC3)c3ccco3)n2)o1 (configuration not stated)	4	5	11	-2	-11	3	-3	-1.2	-3	-2
Cc1ccc(C(=O)Nc2cccc3cccnc23)cc1C	2	-2	9	1	-4	3	-14	5.7	-3	2
CCOC(=O)c1ccc(NC(=S)NCCc2ccc(OC)c(OC)c2)cc1	-12	0	5	-7	-4	41	-3	-2.3	-41	-4
O=C(CSc1nnnn1-c1ccccc1)N1N=CCC1c1ccccc1 (configuration not stated)	-25	-4	-5	-1	-5	1	0	1.8	-1	-5
Cc1cc(=O)oc(C)c1C(=O)NCCNC(=O)c1c(C)cc(=O)oc1C	-4	-1	-1	0	11	-13	1	0.1	13	0
CCc1ccc(C(=O)C(C)OC(=O)c2cccc(S(=O)(=O)N3CCOCC3)c2)cc1 (configuration not stated)	3	-2	19	2	-1	26	-1	-0.2	-26	-12
COc1ccc2ccccc2c1/C=N/NC(=O)c1nnn(-c2nonc2N)c1CN(C)C	3	-2	40	-1	3	33	-2	-2.0	-33	3
CN(Cc1cnn(C)c1)C(=O)c1sc2cccc(Cl)c2c1Cl	2	8	3	2	-2	-3	-1	0.2	3	4
C=CCOc1ccc(/C=C/C(=O)OC(C)C(=O)Nc2ccc(NC(C)=O)cc2)cc1 (configuration not stated)	4	x	7	2	-1	26	1	-0.4	-26	6
